Compound activity as filed in PubChem BioAssay.
PGK inhibitor = blocks T. brucei phosphoglycerate kinase; P07378; PGK/GAPDH coupled, Kinase-Glo luminescence, 60 min; Potency, µM (titrated, usually from 57.5 µM), for the others: at the highest dose activity change, negative = inhibition, actives largely listed as inhibitors; 0.043% of 380,000 active; AID 602233; also: % is scaled to controls: 0 for no effect and ±100 for the full control effect; nearly all actives have a fitted effect of over 60% in size
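Luminescent ATP detection (Kinase-Glo Plus) follows a 60-minute room-temperature incubation, with wells lacking PGK as controls. Buffer: 100 mM TEA (pH 7.6), 5 mM MgCl2, 0.01% Tween-20. Coupling enzyme GAPDH (100 nM final) supplies unstable 1,3-BPG in-well.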
HP1b binding inh = HP1-beta chromodomain-methylated histone interaction inhibition. P83916. Potency, µM (top dose mostly 114 µM), without a hit: at the top dose activity change, negative = inhibition, actives largely listed as inhibitors. AID 540317. AlphaScreen HP1-beta / biotin-H3K9me3 peptide binding. 0.56% of 390,000 active; also: nearly all actives have a fitted effect of over 70% in size; inactives centre near 23
Target sequence (P83916 whole entry, looked up): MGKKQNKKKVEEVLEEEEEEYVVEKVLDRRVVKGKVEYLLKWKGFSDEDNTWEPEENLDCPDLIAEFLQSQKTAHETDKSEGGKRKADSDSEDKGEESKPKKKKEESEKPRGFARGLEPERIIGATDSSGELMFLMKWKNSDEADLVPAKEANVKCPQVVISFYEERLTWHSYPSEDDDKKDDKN
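AlphaScreen: HP1-beta (50 nM) preformed 30 min with biotin-H3(1-18)K9me3 peptide (50 nM) in PBS pH 7.4, 0.01% Tween-20. Compound added for 30 min at RT, then streptavidin donor/nickel chelate acceptor beads (10 ug/mL) for 30 min.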
Pin1 inh = blocks the human prolyl isomerase Pin1; Q13526; Pin1 FP peptide displacement, HiFluor488, 10 min; Potency, µM (highest dose often 115 µM), for the others: top-dose activity, negative = inhibition, actives largely listed as inhibitors; 0.009% of 390,000 active; AID 504891; active = well fitted inhibition curve with a large enough effect in the polarisation, with a control signal flat, not every such curve was filed as active; inconclusive = small, poorly fitted or top-dose-only effect, or effect the other way, or a change in a side signal; inactive = no such curve, though single readings can be large or run the other way; the % refers to the polarisation; also: % is scaled to controls: 0 for no effect and ±100 for the full control effect
Target sequence (Q13526 whole entry, looked up): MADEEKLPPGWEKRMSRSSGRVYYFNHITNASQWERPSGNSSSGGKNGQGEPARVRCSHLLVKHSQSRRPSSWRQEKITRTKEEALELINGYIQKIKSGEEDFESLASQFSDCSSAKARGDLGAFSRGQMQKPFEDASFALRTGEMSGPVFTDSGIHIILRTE
G9a block = G9a (human) methyltransferase inhibition; G9a H3K9 monomethylation, AlphaScreen, 2 h; Q96KQ7; 8.8% of 350,000 active; Potency, µM (highest dose often 102 µM), for the others: at the highest dose activity, negative = inhibition, most hits filed as inhibitors; also: % is scaled to controls: 0 for no effect and ±100 for the full control effect; nearly all actives have a fitted effect of over 75% in size
Target sequence (Q96KQ7 913-1193 limits assumed): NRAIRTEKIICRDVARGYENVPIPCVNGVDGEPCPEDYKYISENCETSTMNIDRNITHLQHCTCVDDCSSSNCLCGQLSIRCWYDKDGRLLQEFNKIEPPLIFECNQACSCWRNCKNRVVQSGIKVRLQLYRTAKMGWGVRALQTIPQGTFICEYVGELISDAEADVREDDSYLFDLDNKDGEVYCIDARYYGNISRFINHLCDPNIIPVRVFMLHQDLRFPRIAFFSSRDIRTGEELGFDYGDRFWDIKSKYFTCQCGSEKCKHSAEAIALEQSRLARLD
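Step 1: enzyme (final 20 nM) with compound, 15 min RT. Step 2: substrate peptide 500 nM and SAM 20 uM, 2 h RT. Step 3: anti-H3K9me1 antibody and AlphaScreen beads, 10 min, then plate read.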
JMJD2A Tudor inh = JMJD2A Tudor domain (human) inhibition. 4.4% of 390,000 active. AlphaScreen JMJD2A-Tudor / H3K4me3 peptide binding. Potency, µM (doses to about 114 µM), for inactives: top-dose activity change, negative = inhibition, usual class: inhibitors; also: % is scaled to controls: 0 for no effect and ±100 for the full control effect; nearly all actives have a fitted effect of over 50% in size
GLS inh = blocks human kidney-isoform glutaminase activity; O94925; GLS enzymatic activity, qHTS titration; Potency, µM (top dose mostly 45.5 µM), for inactives: top-dose activity change, negative = inhibition, actives largely listed as inhibitors; 0.21% of 410,000 active; AID 624170; also: % is scaled to controls: 0 for no effect and ±100 for the full control effect
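Glutamate formation by hKGA was monitored fluorometrically using coupled glutamate oxidase, HRP and Amplex Red. Substrate was added as 1 mM L-glutamine solution; incubation was 30 min at RT after an initial read.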
BLM inh = inhibitors of human Bloom syndrome helicase BLM; P54132; recombinant BLM DNA unwinding, fluorescence dequenching; Potency, µM (titrated, usually from 56.1 µM), inactives show at the top dose activity change, negative = inhibition, usual class: inhibitors; 0.2% of 350,000 active;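 also: plate controls were vehicle for no effect and no enzyme for full effect; nearly all actives have a fitted effect of over 35% in size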
BAZ2B block = blocks human BAZ2B; AlphaScreen BAZ2B-H3K14Ac peptide displacement; Potency, µM (doses to about 114 µM), inactives show at the highest dose activity change, negative = inhibition, most hits filed as inhibitors; 4.4% of 360,000 active; also: % is scaled to controls: 0 for no effect and ±100 for the full control effect; nearly all actives have a fitted effect of over 60% in size
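Complex of BAZ2B and biotin-H3K14Ac (50 nM apiece) forms over 30 min at RT, then faces library compounds up to 110 uM for another 30 min; AlphaScreen beads added, 20 min dark incubation, luminescence read.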
POLI inh = inhibitors of human DNA polymerase iota | Q9UNA4 | Pol iota fluorescent replication assay, 10 min | Potency, µM (series often up to 115 µM), for the others: top-dose activity, negative = inhibition, usual class: inhibitors | 1% of 390,000 active
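Pol iota at 10 nM preincubated 15 min with compounds at room temperature; reaction started with fluorescent substrate, 50 nM final. Fluorescence read kinetically at 0 and 10 min; buffer-only wells as negative control.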
An asterisk follows results filed as active; i = inactive; ? = inconclusive; · = no result given; [ ] = remark or other dose. Unless noted, calls follow the shape of the dose curve; as a rule, active = well fitted curve in the direction sought with a large enough effect; inconclusive = small, poorly fitted or top-dose-only effect, or another doubt; inactive = no such curve, though single readings can be large; an effect the other way counts as inactive or inconclusive. Potency is read from the fitted curve at half-maximal effect.

The first 11 compounds as a preview:
SMILES	PGK inhibitor	HP1b binding inh	Pin1 inh	G9a block	JMJD2A Tudor inh	GLS inh	BLM inh	BAZ2B block	POLI inh
O=C(O)c1cc(S(=O)(=O)N2CCOCC2)c[nH]1	i	24%	-10%	-10%[2.33 µM]	1%	-6%	·	-1%	-16%
COc1ccc(-n2c(C)c(C)c3c(N)ncnc32)cc1	-7%	-2%	-7%	5%	-24%	6%	-1%	?	58%[activator]
CCCOc1ccc(/C=N/Nc2ccccc2[N+](=O)[O-])c(O)c1	?	-31%	-2%	?	-21%	11%	-1%	?	6%
CCN(c1ccccc1)S(=O)(=O)c1ccc(Cl)c(NC(=O)CN2CCCCCC2)c1	-9%	22µM*	6%	-109%[59 µM]	0.71µM*	26%	-6%	50µM*	12%
CC(C)C(=O)Nc1cccc2nsnc12	-4%	32%	0%	-5%	-12%	-6%	0%	2%	45%[activator]
C[C@@]12CCC=C[C@H]1[C@H](c1ccoc1)N(Cc1ccccc1)C2=O	1%	3%	6%	-33%[59 µM]	?	7%	-4%	-1%	?
O=C(NC1CCNCC1)C1CC1	0%	31%	1%	·	-1%	-2%	-6%	-41%	-5%
Cc1ccc(-c2nc(S(=O)(=O)c3ccc(C)cc3)c(N3CCCCCC3)o2)cc1	·	-4%	7%	?	-7%	2%	-10%	-15%	-16%
O=c1[nH]c2ccc(S(=O)(=O)N3CCC(Cc4ccccc4)CC3)cc2o1	13%	25%	1%	-28%	-20%	20%	-6%	1%	-3%
O=C(Cc1ccccc1)Nc1ccc(N2CCOCC2)cc1	-11%	87%[activator]	-1%	-2%	-9%	25%	-2%	-11%	3%
Cc1cc(N2CCN(C)CC2)nc2ccc(NC(=S)N3CCCCC3)cc12	-1%	9%	1%	25µM*	-32%	9%	0%	?	18%

The list itself, from the first entry:
SMILES	PGK inhibitor	HP1b binding inh	Pin1 inh	G9a block	JMJD2A Tudor inh	GLS inh	BLM inh	BAZ2B block	POLI inh
O=C(O)c1cc(S(=O)(=O)N2CCOCC2)c[nH]1	i	24%	-10%	-10%[2.33 µM]	1%	-6%	·	-1%	-16%
COc1ccc(-n2c(C)c(C)c3c(N)ncnc32)cc1	-7%	-2%	-7%	5%	-24%	6%	-1%	?	58%[activator]
CCCOc1ccc(/C=N/Nc2ccccc2[N+](=O)[O-])c(O)c1	?	-31%	-2%	?	-21%	11%	-1%	?	6%
CCN(c1ccccc1)S(=O)(=O)c1ccc(Cl)c(NC(=O)CN2CCCCCC2)c1	-9%	22µM*	6%	-109%[59 µM]	0.71µM*	26%	-6%	50µM*	12%
CC(C)C(=O)Nc1cccc2nsnc12	-4%	32%	0%	-5%	-12%	-6%	0%	2%	45%[activator]
C[C@@]12CCC=C[C@H]1[C@H](c1ccoc1)N(Cc1ccccc1)C2=O	1%	3%	6%	-33%[59 µM]	?	7%	-4%	-1%	?
O=C(NC1CCNCC1)C1CC1	0%	31%	1%	·	-1%	-2%	-6%	-41%	-5%
Cc1ccc(-c2nc(S(=O)(=O)c3ccc(C)cc3)c(N3CCCCCC3)o2)cc1	·	-4%	7%	?	-7%	2%	-10%	-15%	-16%
O=c1[nH]c2ccc(S(=O)(=O)N3CCC(Cc4ccccc4)CC3)cc2o1	13%	25%	1%	-28%	-20%	20%	-6%	1%	-3%
O=C(Cc1ccccc1)Nc1ccc(N2CCOCC2)cc1	-11%	87%[activator]	-1%	-2%	-9%	25%	-2%	-11%	3%
Cc1cc(N2CCN(C)CC2)nc2ccc(NC(=S)N3CCCCC3)cc12	-1%	9%	1%	25µM*	-32%	9%	0%	?	18%
Cc1nnc(SCC(=O)Nc2c(Cl)cccc2Cl)n(N)c1=O	4%	20%	-16%	6%	-6%	2%	·	-7%	31%[activator]
CCN(CC)S(=O)(=O)c1cc([N+](=O)[O-])ccc1NNC(=O)Nc1ccccc1	-8%	-18%	?	16µM*	-34%[57.1 µM]	-18%	-9%	2%	12%
CCn1c2ccccc2c2nnc(SCC(=O)O)nc21	i	18%	7%	10µM*	-19%	-2%	-1%	-6%	-8%
CCC(c1nnc(SC(C)C(=O)NC2CC2)n1-c1ccc(OC)cc1)N(C)C (stereo unspecified)	-7%	18%	-3%	5%[59 µM]	-7%	2%	·	-2%	21%
Cc1ccc(C(=O)N2CCc3cc(CNC(=O)CCc4ccccc4)ccc32)cc1	8%	22%	28%	3%[59 µM]	-16%	-8%	-3%	-7%	-11%
CCCCc1ccc(-c2c(C#N)c(N)nc3c2CCCC3)s1	-3%	54%[activator]	0%	26%	-3%	0%	-4%	-1%[57.1 µM]	0%
Cc1ccc(C(=O)ON=C2CCN(c3ccc([N+](=O)[O-])cc3)CC2)cc1	0%	-6%	23%	·	-19%	2%	-3%	-30%	10%
Cc1ccc2c(c1)C(=O)C(=O)N2CCCOc1ccccc1	-3%	?	0%	35µM*	56µM*	3%	-8%	50µM*	-3%
O=C(COc1ccccc1)N(Cc1cccnc1)c1nc2ccc(F)cc2s1	i	45%[activator]	3%	-29%[59 µM]	-10%	-3%	-1%	2%	30%[activator]
CCOc1cc(CNC(C)(C)C)ccc1OCC(=O)Nc1cccc(C(F)(F)F)c1	-1%	19%	-1%	-4%	-3%	0%	3%	-21%	31%[activator]
CCn1c(O)c(N=NC2=NC(=O)CS2)c2ccccc21	7%	-6%	-3%	2%[0.0925 µM]	?	6%	-6%	50µM*	7%
Cc1cc(-c2ccc(C)c(S(=O)(=O)Nc3ccc(C)c(N(C)C)c3)c2)on1	-5%	-26%	45%[activator]	?	?	3%	-11%	?	-9%
COc1ccc(C2NCCO2)cc1OC (stereo unspecified)	1%	20%	0%	1%	2%[57.1 µM]	4%	1%	1%	26%
COC(=O)c1cc(OC)c(OC)cc1NC(=O)CC1CCCCC1	·	23%	7%	?	-4%	10%	-5%	3%	8%
Cc1cc(NCc2ccccc2Cl)n2cnnc2n1	0%	47%[activator]	0%	1%[59 µM]	5%	-3%	2%	-4%	18%
Cc1ccc(S(=O)(=O)Nc2ccc(S(=O)(=O)N3CCCC3)cc2)cc1	-2%	39%	-1%	0%[59 µM]	-14%	16%	-1%	-3%	?
NC(=O)CC(NC(=O)Cc1ccc(Br)cc1)c1ccc(N2CCC(Br)CC2)c([N+](=O)[O-])c1 (stereo unspecified)	-4%	11%	-1%	?	-24%	3%	-8%	-33%	-26%
CC(C)CCN1CCC(CN2C(=S)NC[C@@H]2Cc2ccccc2)CC1	-5%	24%	1%	·	-19%	2%	·	·	8%
CCCCCOC(=O)NC1CCS(=O)(=O)C1 (stereo unspecified)	i	42%[activator]	3%	-8%[59 µM]	-2%	-9%	-2%	-25%	33%[activator]
C=CCn1c(SC2CCOC2=O)nc2scc(C3CC3)c2c1=O (stereo unspecified)	-3%	44%[activator]	20%	-6%[12.7 µM]	?	-7%	-9%	?	1%
Cc1ccc(NC(=O)COc2ccc(S(=O)(=O)N3CCOCC3)cc2)cc1	-1%	10%	-4%	10%[0.0925 µM]	-1%	18%	-3%	-2%	-9%
O=C(NCCCn1ccnc1)Nc1ccc(Cl)c(Cl)c1	-5%	24%	4%	-4%[59 µM]	?	·	-10%	40µM*	24%
COC(=O)c1cccc(CN2C(=O)SC(Nc3ccccc3C)C2=O)c1 (stereo unspecified)	-4%	54%[activator]	-1%	4%[59 µM]	-1%	-20%	-4%	0%	1%
CN(C(=O)c1sc2nc(N3CCCC3)c3c(c2c1N)CC(C)(C)OC3)c1ccccc1	i	38%	-1%	45µM*	11%	-9%	-9%	-25%	-12%
Cc1cc(C)cc(OC(C)C(=O)NCCCn2ccnc2)c1 (stereo unspecified)	-6%	3%	-1%	18%	-21%	21%	-3%	0%	27%
Cc1ccc(C)c(S(=O)(=O)N2CCC(c3nc4c(nnn4Cc4ccc5c(c4)OCCO5)c(=O)[nH]3)CC2)c1	-6%	33%	31%[activator]	8%	-19%	0%	-4%	-24%	21%
CC1CC(C)CN(CCCNC(=O)C2CCCN(c3nnc(N4CCCC4=O)s3)C2)C1 (stereo unspecified)	1%	10%	2%	-2%[12.7 µM]	1%	10%	1%	-1%	?
Cc1cccc(/C=N/NC(=O)c2ccc(NC(=O)c3ccccc3C)cc2)n1	-9%	19%	-8%	22%	-21%	9%	2%	2%	31%[activator]
Cc1ccc(N(C(=O)Cc2cccs2)C2C=CS(=O)(=O)C2)cc1Cl (stereo unspecified)	-4%	18%	0%	-45%	-10%	0%	0%	·	4%
O=C(CCS(=O)(=O)c1ccccc1)Nc1ccccc1-c1nc2ccccc2s1	-9%	45%[activator]	1%	3%	-3%	2%	2%	-2%	57%[activator]
Cc1ccccc1C(=O)NC1CC2CCCC(C1)N2Cc1ccccc1 (stereo unspecified)	5%	26%	0%	-7%	-5%	1%	3%	8%	-3%
COc1cccc(NC(=O)CN(C)C(=O)c2cc(S(=O)(=O)Nc3ccccc3OC)ccc2C)c1	3%	24%	3%	·	-12%	16%	·	·	6%
COc1ccc(-c2nnc(SCC(=O)NCc3ccco3)n2C)cc1	i	15%	-8%	21%[2.33 µM]	-12%	11%	0%	1%	12%
COc1ccc(-c2cc(C(F)(F)F)n3nc(C(=O)NCC45CC6CC(CC(C6)C4)C5)cc3n2)cc1	1%	9%	35%[activator]	0%[59 µM]	0%	8%	0%	-13%	89µM*
O=C(NC(C(=O)c1ccccc1)N1CCOCC1)c1cccs1 (stereo unspecified)	-5%	39%	0%	?	-13%	11%	-4%	10%	2%
CC1CCCN(c2nc3nonc3nc2N2CCCC(C)C2)C1 (stereo unspecified)	0%	14%	3%	7%[59 µM]	-14%	1%	1%	-4%	6%

This is a subset; count on the stated rates, not on these rows.
